ERK EGF inh: blocks ERK signaling stimulated by EGF. Potency, µM (top dose mostly 11.5 µM), for the others: at the highest dose activity change, negative = inhibition, hits mostly inhibitors. hit rate 0.41% among 130,000. HEK293-V1b, EGF-stimulated phospho-ERK AlphaScreen; active = well fitted inhibition curve with a large enough effect; inconclusive = small, poorly fitted or top-dose-only effect, or effect the other way;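 also: plate controls were stimulated vehicle wells for no effect and unstimulated vehicle basal for full effect; nearly all actives have a fitted effect of over 55% in size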
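In this qHTS, HEK293 cells with stable type-1 vasopressin (V1b) receptor were exposed to compound at 37C for 30 min, stimulated 5 min with EGF at 25 nM, lysed, and probed for phospho-ERK by AlphaScreen.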
Starred values were filed as active, the others as inactive; ? = inconclusive; & = joins results of further samples; [ ] = dose if it differs, or a comment. Potency is read from the fitted curve at half-maximal effect.

ERK EGF inh | mol
21.8% | COC(=O)c1c(NC(=O)Cn2cnc([N+](=O)[O-])n2)sc2c1CCC(C)C2 (configuration not stated)
3.6% | OC[C@@H]1CCCN1Cc1cn(-c2ccccc2)nc1-c1ccc2c(c1)OCO2
8.2% | O=C(NCc1cccs1)c1cc(-c2ccccn2)nc2ccc(Br)cc12
-5.1% | COc1ccc(C(=O)Nc2ccc3c(c2)C(=O)c2ccccc2C3=O)cc1OC
5.7% | COc1ccc(OC)c(Cc2nnc(CCC(=O)NC3CCCC3)o2)c1
4.1% | CCCN1CCN(C(=S)Nc2sc(CC)cc2C(=O)OC)CC1
1.3% | COc1cc(C(=O)NCc2ccc(C)cc2)ccc1OC(F)F
-0.2% | Fc1ccc(CNC(=S)Nc2cccc(Cl)c2)cc1
3.6% | CCC(C)n1ncn(-c2ccc(N3CCN(c4ccc(OC)cc4)CC3)cc2)c1=O (configuration not stated)
-2.9%[57.5 µM] | Cn1cccc1/C=N/NC(=O)Cc1ccccc1
-8.3% | O=C(Nc1cc([N+](=O)[O-])ccc1N1CCCC1)c1ccccc1
-6.4% | Cc1nn(C)cc1CNC(=O)Nc1ccc(Cl)cc1
3.6% | S=C(NCc1ccco1)N1CCN(c2ccccc2Cl)CC1
4.8%[57.5 µM] | C=C1SC(Nc2c(C)cc(C)cc2C)=NC12CCCCC2
1.4% | O=C(COc1ccccc1C(=O)c1cnn(-c2ccccc2)c1)Nc1ccccc1
4.7% | C/C(=N\N=c1/sc2ccccc2n1C)c1ccc(N2CCOCC2)cc1
0.7% | COc1ccc(C(=O)COC(=O)CCN2C(=O)[C@@H]3[C@H](C2=O)[C@@H]2C[C@H]3C(Br)C2Br)cc1 (some centres not stated)
5.3% | O=C(NC12CC3CC(CC(C3)C1)C2)N1CCN(C2CCCCC2)CC1
1.5% | C=C1N(c2ccccc2)C(=O)OC1(C)C
13.5% | Cc1ccc(S(=O)(=O)c2ccc(Cl)cc2)cc1S(=O)(=O)N(C)CC(=O)O
4.4% | O=C(Cc1ccccc1)NCC(=O)OCC(=O)c1ccc([N+](=O)[O-])cc1
0.8% | Cc1cc(C2=NNC(=NC3CC3)SC2)c(C)n1Cc1ccco1
-11.9% | O=C1S/C(=C\c2ccc(O)c([N+](=O)[O-])c2)C(=O)N1c1ccccc1Cl
7.2%&0.0% | CN(C)/C=N/c1cc(=O)n(C)c(=O)n1Cc1ccccc1
0.0% | COCCN(CCOC)C(=O)c1ccc(SCc2ccc(C)cc2)c([N+](=O)[O-])c1

The list goes on; the last two above are carried over.
ERK EGF inh | mol
7.2%&0.0% | CN(C)/C=N/c1cc(=O)n(C)c(=O)n1Cc1ccccc1
0.0% | COCCN(CCOC)C(=O)c1ccc(SCc2ccc(C)cc2)c([N+](=O)[O-])c1
8.2% | Cc1nc(SCN2C(=O)c3ccccc3C2=O)n[nH]1
-1.7% | CCC(C)NC(=O)c1cc(Sc2nnc(C)s2)nc2ccccc12 (configuration not stated)
-4.1% | Cc1ccc(C(=O)Nc2ccccc2C(=O)N2CCCC2)cc1[N+](=O)[O-]
1.9% | CC(NC(=O)C12CC3(C)CC(C)(CC(C)(C3)C1)C2)C(=O)O (configuration not stated)
2.8% | O=C(c1ccccc1)N1CCN(C(=O)c2ccc3c(c2)OCCO3)CC1
-1.5% | O=C1Cc2ccccc2C(=O)N1OCc1ccc(Cl)cc1
-3.8% | CCC1=C(OC(=O)N(CC)CC)N2C(=O)OC(=NCCc3c[nH]c4ccccc34)[C@]2(Cc2ccccc2)[C@H]2C1=CC[C@H]1C(=O)N(c3ccccc3)C(=O)[C@H]12
8.2%[57.5 µM] | CC/C=C/C(=O)N1CC2(CC(c3cccc(NC(=O)CC)c3)=NO2)C[C@H]1C(N)=O (some centres not stated)
-1.5%[57.5 µM] | O=S(=O)(Cc1noc(-c2ccc(OC(F)(F)F)cc2)n1)c1ccc(F)cc1
-1.4% | CC1(C)CC(NC(=O)c2c(N)no[n+]2[O-])CC(C)(C)N1
8.7% | CC(C)(C#CCN1CCCCC1)OCCOC(c1ccccc1)c1ccccc1
-9.8% | CCC1=[N+](C)c2cccc3cccc(c23)N1C
-2.9%[57.5 µM] | CCOc1ccc(S(=O)(=O)N(C)c2ccc(OCC(=O)N3c4ccc(C)cc4C4CN(C)CCC43)cc2)cc1 (configuration not stated)
6.2%[57.5 µM] | Cc1ccc(NC(=S)Nc2ccccn2)cc1C
11.4%[25.7 µM] | CN(C)CCCOc1nn(Cc2ccccc2)c2ccccc12
11.2%[57.5 µM] | O=C(Cc1ccc(F)cc1)OCn1nnc2ccccc2c1=O
-0.6% | NC(=NCCc1c[nH]c2ccccc12)NS(=O)(=O)c1cc(F)ccc1F
-1.3% | COc1ccc(C(=O)N2CCCC(CCC(=O)NCc3ccc(F)c(F)c3)C2)o1 (configuration not stated)
16.2% | Cc1nn(CC(=O)N(C)Cc2ccc(F)cc2)c(C)c1[N+](=O)[O-]
-1.2% | COc1ccc(CC(=O)Nc2ncc([N+](=O)[O-])s2)cc1OC
-16.2% | CC1CCN(C(=O)COc2cccc3c2CCN(C)C3=O)CC1
-1.6% | CN1CCc2nc3ccc(Cl)cc3c(-c3ccccc3Cl)c2C1
-10.3% | CC1=C(c2ccc(F)cc2)[N+](=O)C(C)(C)N1[O-]
18.4% | COc1cccc2c1CCC1CC(=O)CC[C@@]21C (some centres not stated)
2.4% | CC(C)n1c(CSCc2ccc(Cl)cc2Cl)n[nH]c1=S
-4.2% | O=C(O)/C=C/C(=O)NCCNc1ncc(C(F)(F)F)cc1Cl
-12.3% | COCCCN(C(=S)NC(=O)c1ccc(Br)cc1)c1c(N)n(Cc2ccccc2)c(=O)[nH]c1=O
-4.3% | Cn1c(CCNC(=O)c2ccccc2)nc2ccccc21
11.0% | O=C(CC12CC3CC(CC(C3)C1)C2)NCC(=O)OCc1cc(=O)oc2ccc3ccccc3c12
? | COc1ccc(C(=S)N2CCN(c3ccccc3Cl)CC2)cc1OC
-2.1% | O=Cc1cccn1-c1ccc2ccccc2c1
-16.2%[57.5 µM] | Cc1nc2sc(C(c3ccco3)N3CCN(c4ccc(F)cc4)CC3)c(O)n2n1 (configuration not stated)
-5.0% | Cc1nn(C)c(Oc2cccc(Cl)c2)c1C#N
-1.9% | CCS(=O)(=O)Nc1cccc(C2=NN(S(=O)(=O)c3ccc(F)cc3)C(c3cccs3)C2)c1 (configuration not stated)
-12.6% | O=C(/C=C\Nc1ccc2c(c1)OCO2)c1ccc(Cl)s1
-7.4% | COc1cc(OC)cc(-c2cn[nH]c2N)c1
-3.8% | O=C(O)c1cc(S(=O)(=O)N2CCN(c3ccccn3)CC2)ccc1Cl
6.6% | Cc1nc(NC(=O)C(C)Oc2cccc(Cl)c2)sc1C(=O)N(C)C (configuration not stated)
-0.1% | CCOc1ccc(C(=O)N(c2ccccn2)C2CCCCC2)cc1
3.5% | Cc1ccc(NC(=O)CNC(c2ccccc2)c2ccccc2)c(F)c1
-0.9% | CC(C)CN1C(=O)C(=Nc2cccnc2)c2ccccc21
4.7% | COc1ccc(C(=O)/C=C/Nc2ccc(S(=O)(=O)Nc3onc(C)c3C)cc2)cc1
6.4% | COc1ccc(OC)c(CNC(=O)CCCc2cn(C)c3ccccc23)c1
9.8% | CC1CC(NC(=O)N(C)C)N(C)C(=O)N1 (configuration not stated)
-1.5%[57.5 µM] | O=C(CCn1cnc2ccccc21)N/N=C/C=C/c1ccccc1
6.3% | Cc1ccc2c(Cl)cc(Cl)c(OCC(=O)N3CCCC3)c2n1
-0.3% | S=c1[nH]nc(C2CCCCC2)n1/N=C/c1ccco1
1.5%[57.5 µM] | Cc1noc(-c2ccccc2)c1NC(=O)Nc1ccc(Cl)cc1
6.1% | CC(=O)Nc1cccc(OCC(O)Cn2c(C)nc3ccccc32)c1 (configuration not stated)
-8.5% | CN1[C@@H]2CC(OC(=O)[C@H](CO)c3ccccc3)C[C@@H]1[C@H]1O[C@H]12 (some centres not stated)

No new results follow: an excerpt of the list.
ERK EGF inh | mol
-0.6% | NC(=NCCc1c[nH]c2ccccc12)NS(=O)(=O)c1cc(F)ccc1F
-1.3% | COc1ccc(C(=O)N2CCCC(CCC(=O)NCc3ccc(F)c(F)c3)C2)o1 (configuration not stated)

More entries follow:
ERK EGF inh | mol
14.1%[57.5 µM] | COc1ccc(C(=O)Nc2ccc3c(c2)nc(CN2CCCC2)n3C)cc1
-13.6% | O=C(CCc1nnc(CCCc2ccccc2)o1)NCCc1ccccc1
-0.6%[57.5 µM] | Nc1cc(Nc2ccc(Br)cc2)nc(N)n1
1.3% | COc1ccccc1NC(=O)Nc1ccc(N2CCOCC2)cc1
1.3% | COc1ccc(OC)c(NC(=S)N(CCc2c(C)[nH]c3ccccc23)Cc2cccs2)c1
-0.7% | Cc1ccc(N(C)C(=O)n2cnc3ccccc32)cc1
-4.9%[57.5 µM] | O=C(CSc1nnnn1C1CCCC1)Nc1ccccc1F
-7.2% | CC(C)OP(=O)(OC(C)C)C(Nc1ccccc1)c1ccccc1C(F)(F)F (configuration not stated)
-14.0%[57.5 µM] | O=C(CCc1nc(-c2ccccn2)no1)NCc1ccc2c(c1)OCO2
5.1% | CCOC(=O)Nc1nc(-c2ccc(F)cc2F)cs1
-7.6%[57.5 µM] | Cc1ccc(C(=O)N2CCN(c3ccc([N+](=O)[O-])cc3-n3cccc3)CC2)cc1
-12.8% | CC12CC3(C)CC(C)(C1)CC(C(N)=O)(C2)C3
8.5%[57.5 µM] | C=CCNc1nc(-c2cccs2)c(CC(=O)O)s1
-4.7% | Cc1ccc(N(C(=O)CCC(=O)Nc2nccs2)C(C(=O)NC(C)(C)C)c2ccc(O)cc2)cc1 (configuration not stated)
0.7%[57.5 µM] | COc1ccc2c(=O)c3c(=O)n(-c4ccc(C)cc4)c(-c4ccccc4)nc3oc2c1
-0.4% | C=CCc1cc(OC)ccc1OCC(O)CN1CCN(c2ccc(OC)cc2)CC1 (configuration not stated)
2.5% | COc1ccc(C(CNC(=O)COc2ccccc2-c2ccccc2)N2CCOCC2)cc1 (configuration not stated)
8.4%[57.5 µM] | COc1ccc(C2/C=C\CN(S(=O)(=O)c3cccs3)CC(=O)N2Cc2ccc(F)cc2)cc1 (configuration not stated)
7.2% | COc1ccc(/C=C2\CCn3c2nc2cc(C(=O)O)ccc2c3=O)cc1O
? | C(=C\c1ccco1)/C1=NN(c2ccccc2)C(c2ccco2)C1 (configuration not stated)
6.1% | Cc1c(C(=O)NC(=S)NCc2cccnc2)oc2ccccc12
5.9% | COCCOC(=O)C1=C(C)N(c2ccccc2)C(=S)NC1c1ccccc1C(F)(F)F (configuration not stated)
-5.1% | CNc1nccc(-c2ccc(Cl)cc2)c1C#N
-8.5% | S=C(NC1CCCC1)N1CCN(c2ccc(Cl)cc2)CC1
7.0% | CCOC(=O)C1=C(C)N(c2ccccc2)C(=O)/C1=C\c1ccco1

Reprinted at random: 7 compounds from above, in no set order.
ERK EGF inh | mol
-0.4% | C=CCc1cc(OC)ccc1OCC(O)CN1CCN(c2ccc(OC)cc2)CC1 (configuration not stated)
-14.0%[57.5 µM] | O=C(CCc1nc(-c2ccccn2)no1)NCc1ccc2c(c1)OCO2
6.6% | Cc1nc(NC(=O)C(C)Oc2cccc(Cl)c2)sc1C(=O)N(C)C (configuration not stated)
7.2% | COc1ccc(/C=C2\CCn3c2nc2cc(C(=O)O)ccc2c3=O)cc1O
4.7% | C/C(=N\N=c1/sc2ccccc2n1C)c1ccc(N2CCOCC2)cc1
-1.5%[57.5 µM] | O=C(CCn1cnc2ccccc21)N/N=C/C=C/c1ccccc1
-6.4% | Cc1nn(C)cc1CNC(=O)Nc1ccc(Cl)cc1

Additional records:
ERK EGF inh | mol
-10.4% | COc1ccc(C(=O)O/N=C(\C)c2cnccn2)cc1
-9.8% | Cc1csc(NC(=O)c2ccc(C)o2)n1
4.2% | C=CCn1c(Oc2ccccc2)nc2c1c(=O)n(C)c(=O)n2C
0.2% | COCCN(CCOC)C(=O)COC(=O)c1ccc(Cl)c(S(=O)(=O)N(C)c2ccccc2)c1
4.0% | COc1ccc(S(=O)(=O)Nc2ccccn2)cc1C
3.2% | O=C(N/N=C/c1ccc(Cl)cc1)C1CC12CCC2 (configuration not stated)
-2.3% | Cc1nc(Nc2cccc(C(C)O)c2)c2nnn(Cc3ccc(F)cc3)c2n1 (configuration not stated)
13.3% | CCn1cc(C(=O)NCCCOC)c(=O)c2cc(S(=O)(=O)N(C)C)ccc21
6.6% | COc1ccc(CN(C)CC(=O)Nc2cccc(S(N)(=O)=O)c2)c(OC)c1OC
4.2% | O=C(COC(=O)c1cccnc1Cl)Nc1ncc(Cl)cc1Cl
-3.9%[57.5 µM] | Cc1cccc(CN2CCN(c3nc4nonc4nc3NC3CC3)CC2)c1
-7.5% | CC1Cc2nc(SCC(N)=O)n(C)c(=O)c2S1 (configuration not stated)
9.4% | Cc1ccccc1/C=C/C(=O)N1CCOCC1
8.9% | NS(=O)(=O)c1cccc(NC(=O)CCSc2ccccc2Cl)c1
-8.7% | COc1cc(NC(=S)NCCCN2CCOCC2)cc(OC)c1
2.2% | C/C=C/C(=O)OCC(=O)Nc1cccc(F)c1
? | O=[N+]([O-])c1cc(C(F)(F)F)ccc1NC1CCN(Cc2ccccc2)CC1
8.6% | O=S(=O)(NCc1ccco1)c1cnc(Cl)c(Br)c1
? | Cc1cccc(/C=N/Nc2nncc3ccccc23)c1
2.1% | O=CN1CCCN(Cc2nc(-c3cccc(Cl)c3)no2)CC1
-2.8% | Cc1cc(C)cc(N(C(=O)c2cccs2)C2C=CS(=O)(=O)C2)c1 (configuration not stated)

Screening data deposited in PubChem by National Center for Advancing Translational Sciences (NCATS).

An excerpt; count on the stated rates, not on these rows.
